# human PMI inhibition – inhibitors of human PMI, primary screen, biochemical, fluorescence intensity, coupled assay (AID 1209) | Mannose-6-phosphate isomerase (Homo sapiens) | 190,000 compounds, 0.42% hits | purified PMI enzyme, coupled fluorescence intensity; higher % means a stronger effect | one-dose inhibition, % at 20 µM; IC50 in µM for titrated hits;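 further: plate controls were DMSO vehicle for no effect and wells lacking substrate for full effect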
# XIAP antagonists – XIAP antagonists, biochemical, IAP family, fluorescence polarization (AID 1018); one-dose displacement, % at 20 µM; IC50 in µM for titrated hits; XIAP BIR domain, fluorescence polarization peptide displacement; higher % means a stronger effect; E3 ubiquitin-protein ligase XIAP (Homo sapiens); 200,000 compounds, 0.007% hits; in the data active means displacement above about 50%; further: a part of the inactive calls stands beside numbers as strong as those of hits
# Myeloid diff 2 – induction of myeloid progenitor differentiation, primary screen, cell-based, flow cytometry, MLPCN library. ER-HoxA9 myeloid progenitors, lysozyme-GFP differentiation. calls only at 10 µM. 360,000 compounds, 1% hits. AID 624256, 2012;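 active means normalized GFP-positive differentiation at or above the plate's own cutoff, the solvent-only control mean plus 3 SD; inconclusive means no clear call, values can overlap the other calls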;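 further: cells exposed to compound for four days before flow analysis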
# PhoP inhibition – inhibitors of PhoP regulon expression, primary screen, Salmonella Typhimurium, GFP reporter (AID 1863). S. Typhimurium PhoP-regulated promoter GFP reporter, 4 h; higher % means a stronger effect. inhibition, % at 50 µM, or IC50 in µM where a hit was titrated. 300,000 compounds, 0.16% hits;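 active means inhibition over 29.93%, a cutoff 3 SD above the screen mean, later confirmed by dose response; inconclusive means inhibition over 29.93% but no dose response follow-up; inactive means inhibition at most 29.93% or unconfirmed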;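 further: 0% = low Mg2+ inducing control and 100% = high Mg2+ repressing control; strong numbers were not always called active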
# RSV CPE inhibition – RSV antiviral activity via CPE protection, HEp-2 cells, primary 10 µM value included (AID 2391); 310,000 compounds, 0.13% hits; one-dose CPE inhibition, % at 10 µM; IC50 in µM for titrated hits; HEp-2 cells, RSV-induced CPE inhibition; higher % means a stronger effect; in the data active means a potency from the dose series; inconclusive means CPE inhibition mostly from about 23% at the one dose, without a potency; inactive means the rest, 99 in 100 with CPE inhibition below about 21%; further: strong numbers were not always called active
# PMI inhibition – human PMI inhibitors, high substrate, primary screen, biochemical, fluorescence intensity, high mannose 6-phosphate (AID 1220) | one-dose inhibition, % at 20 µM; IC50 in µM for titrated hits | 190,000 compounds, 0.66% hits | recombinant PMI enzyme, coupled fluorescence intensity; higher % means a stronger effect
# TNAP activators – human TNAP enzyme activators, primary screen, biochemical, luminescent, no phosphate acceptor, uHTS (AID 1001); activation fold at 20 µM; hits with a dose series show EC50 in µM; Alkaline phosphatase, tissue-nonspecific isozyme (Homo sapiens); 200,000 compounds, 0.03% hits; purified TNAP, luminescent activation assay, no phosphate acceptor; higher activation fold means a stronger effect; in the data active means activation fold from about 3, or a potency from the dose series; inactive means the rest, 99 in 100 with activation fold below about 1.6; further: many of its hits are not listed in these tables
# SIAH1 antagonists – Siah-1 peptide-binding antagonists, primary screen, biochemical, fluorescence polarization, rhodamine-plectin, uHTS (AID 1817); Siah-1 / rhodamine-plectin peptide fluorescence polarization; higher % means a stronger effect; displacement, % at 20 µM, or IC50 in µM where a hit was titrated; 290,000 compounds, 0.02% hits;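 active means displacement of at least 50% at 20 µM, with a fluorescence ratio check between 0.3 and a set limit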;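 further: plate controls were Siah plus tracer with DMSO for no effect and tracer alone without Siah for full effect; strong numbers were not always called active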
# WT yeast gro inh – growth inhibition of WT strain, primary screen, mitochondrial fusion inhibitor project, WT and mutant strains, chemical genetic; mitochondrial fusion phenotypic screen; inhibition, % at 10 µM; 190,000 compounds, 2.1% hits; in the data active means inhibition above about 58%; tested in S. cerevisiae
# WT yeast gro inh mutant strain – second read-out of WT yeast gro inh, no call of its own (marks repeat the call); inhibition, %; mitochondrial fusion phenotypic screen, mutant strain inhibition
# Myeloid diff 2 GFP+ MAC1+ % – further read-out of Myeloid diff 2, marked with its call; GFP+ MAC1+ double positive, %; measured here: differentiation confirmed by MAC1 staining
# * marks the source's active call; other numbers are inactive results; i = inactive; ? = inconclusive; nt = no result given. Unless noted, no stated cut-off is given here; in the data, active means inhibition above about 50%; inactive means the rest.
entry	smiles	human PMI inhibition	XIAP antagonists	Myeloid diff 2	Myeloid diff 2 GFP+ MAC1+ %	PhoP inhibition	RSV CPE inhibition
1	O=C(Nc1ccc(Cl)c(C(F)(F)F)c1)NC1CC2CCCC(C1)N2Cc1ccccc1 (stereo not given)	6%	-5.3%	nt	nt	-5%	-2.8%
2	O=c1c2c(-c3ccc([N+](=O)[O-])cc3)csc2nc2n1CCC2	18%	-8.1%	i	1.0	3%	-0.5%
3	NC1=NC(c2cccc(O)c2)n2c(nc3ccccc32)N1 (stereo not given)	-6%	-5.3%	i	3.3	11%	1.1%
4	Cn1cnnc1SCC(=O)Nc1ccc(N2CCOCC2)cc1	-12%	-4.2%	i	0.1	-7%	0.8%
5	COc1cccc(NC(=O)CSc2nc(N)cc(N)n2)c1	8%	-3.8%	i	1.5	20%	2.2%
6	Cc1c(NS(=O)(=O)c2cccs2)cccc1-c1nc2cccnc2s1	nt	nt	i	0.9	8%	0.3%
7	Cc1nc(CNS(=O)(=O)c2cccc(F)c2)cs1	-1%	-3.9%	i	1.0	nt	-0.3%
8	CSCCC(NS(=O)(=O)/C=C/c1ccccc1)C(=O)O (stereo not given)	-1%	-5.4%	i	0.5	3%	0.3%
9	Cc1cc(NC(=O)CCC(=O)N(c2cccc(F)c2)C(C(=O)NC2CCCC2)c2ccncc2)no1 (stereo not given)	-3%	-2.2%	i	0.5	-2%	0.0%
10	Cc1ccc(S(=O)(=O)NCC(=O)OCC(=O)NCc2ccc(F)cc2)cc1	-1%	-4.4%	i	0.3	10%	2.8%

entry	PMI inhibition	TNAP activators	SIAH1 antagonists	WT yeast gro inh	WT yeast gro inh mutant strain
1	2%	1.5	-2%	54	2
2	29%	1.1	-5%	10	-1
3	2%	1.1	-4%	19	25
4	0%	1.1	1%	-2	3
5	5%	1.1	1%	0	13
6	nt	nt	0%	nt	nt
7	-6%	1.1	-2%	nt	nt
8	-6%	1.1	4%	-7	-2
9	-3%	1.2	1%	10	17
10	3%	1.1	5%	15	-11

# One compound at a time, as listed above. Order of values: human PMI inhibition, XIAP antagonists, Myeloid diff 2, Myeloid diff 2 GFP+ MAC1+ %, PhoP inhibition, RSV CPE inhibition, PMI inhibition, TNAP activators, SIAH1 antagonists, WT yeast gro inh, WT yeast gro inh mutant strain
# Cn1cnnc1SCC(=O)Nc1ccc(N2CCOCC2)cc1 is entered as -12%, -4.2%, i, 0.1, -7%, 0.8%, 0%, 1.1, 1%, -2, 3
# O=c1c2c(-c3ccc([N+](=O)[O-])cc3)csc2nc2n1CCC2 is entered as 18%, -8.1%, i, 1.0, 3%, -0.5%, 29%, 1.1, -5%, 10, -1

# (cont.)
entry	smiles	human PMI inhibition	XIAP antagonists	Myeloid diff 2	Myeloid diff 2 GFP+ MAC1+ %	PhoP inhibition	RSV CPE inhibition
11	CCc1ccc2[nH]c3nc(SCc4nnc(-c5ccccc5)o4)nnc3c2c1	nt	nt	i	0.4	-1%	0.5%
12	O=C(CCc1ccccc1)Nc1ccc(NC(=O)C2CCCCC2)nc1	8%	-5.8%	i	0.3	0%	1.7%
13	CCOc1ccc(NS(=O)(=O)c2cc(Cl)ccc2OC)cc1	8%	-5.7%	i	0.4	-15%	0.3%
14	CN(C)CCNC(=O)Nc1cccc(Cl)c1Cl	2%	-6.8%	i	1.0	3%	-0.8%
15	CC(=O)NCCn1c(SCC(=O)c2ccc(Cl)cc2)nc2ccccc2c1=O	-4%	-9.8%	i	0.6	-4%	0.3%
16	O=C(N/N=C1\CCCc2oc(C(=O)O)cc21)c1ccccc1	12%	-1.1%	i	0.4	2%	0.7%
17	COc1cc(C2c3c(-c4cc(Cl)c(C)cc4O)n[nH]c3C(=O)N2Cc2cccnc2)ccc1O (stereo not given)	-8%	-7.5%	i	0.3	2%	18%
18	COc1ccc(-n2ccn(CC(=O)Nc3ccccc3OC)c(=O)c2=O)cc1	nt	nt	i	1.0	0%	-0.1%
19	O=C(CCN1CCN(c2ccccc2)CC1)c1ccc(Br)cc1	nt	nt	i	1.1	15%	-1.2%
20	O=C(NCCNc1ccccc1[N+](=O)[O-])c1cc(F)c(F)cc1Cl	nt	nt	i	0.4	5%	1.2%

entry	PMI inhibition	TNAP activators	SIAH1 antagonists	WT yeast gro inh	WT yeast gro inh mutant strain
11	nt	nt	-2%	nt	nt
12	7%	1	1%	3	-7
13	-8%	1	0%	3	-11
14	7%	1.1	3%	2	13
15	-7%	1.1	-4%	-2	-18
16	9%	1.1	17%	2	-3
17	4%	1	1%	2	2
18	nt	nt	0%	nt	nt
19	nt	nt	-5%	nt	nt
20	nt	nt	-1%	nt	nt

# An excerpt from above in order of heavy-atom count, falling.
entry	smiles	human PMI inhibition	XIAP antagonists	Myeloid diff 2	Myeloid diff 2 GFP+ MAC1+ %	PhoP inhibition	RSV CPE inhibition
17	COc1cc(C2c3c(-c4cc(Cl)c(C)cc4O)n[nH]c3C(=O)N2Cc2cccnc2)ccc1O (stereo not given)	-8%	-7.5%	i	0.3	2%	18%
15	CC(=O)NCCn1c(SCC(=O)c2ccc(Cl)cc2)nc2ccccc2c1=O	-4%	-9.8%	i	0.6	-4%	0.3%
20	O=C(NCCNc1ccccc1[N+](=O)[O-])c1cc(F)c(F)cc1Cl	nt	nt	i	0.4	5%	1.2%

entry	PMI inhibition	TNAP activators	SIAH1 antagonists	WT yeast gro inh	WT yeast gro inh mutant strain
17	4%	1	1%	2	2
15	-7%	1.1	-4%	-2	-18
20	nt	nt	-1%	nt	nt

# (next part)
entry	smiles	human PMI inhibition	XIAP antagonists	Myeloid diff 2	Myeloid diff 2 GFP+ MAC1+ %	PhoP inhibition	RSV CPE inhibition
21	C=CCc1cccc2cc(C(=O)NNC(=O)CC#N)c(=O)oc12	nt	nt	i	0.4	2%	1.9%
22	CCC(C)NC(=O)CN(c1cc(C)ccc1OC)S(C)(=O)=O (stereo not given)	8%	-0.7%	i	3.4	-2%	0.8%
23	C/C(CC(=O)Nc1ccc2c(c1)OCCO2)=N\NC(=O)COc1ccc(Cl)c(C)c1	nt	nt	i	0.0	10%	0.5%
24	CN1CCc2nc3sc(C(=O)NCc4ccccc4)c(N)c3cc2C1	-31%	-6.4%	i	0.2	5%	-0.5%
25	COc1cccc(N2C(=O)Nc3ccc(Br)cc3C2(O)C(=O)NCCCOC(C)C)c1 (stereo not given)	nt	nt	i	0.4	0%	2.9%
26	CC(C)Oc1ccc(CCC(=O)N/N=C/c2ccncc2)cc1	nt	nt	i	0.7	6%	4.1%
27	CC(CCc1ccc(O)cc1)NC1C2CC3CC(C2)CC1C3 (stereo not given)	14%	-6.2%	i	0.9	2%	0.7%
28	Cc1ccccc1Cn1c(=O)n(CCCC(=O)NCc2ccco2)c(=O)c2sccc21	4%	-11%	i	0.5	-1%	3.0%
29	CCOc1ccccc1NC(=O)C(=O)/C=C(\O)c1cc(OC)ccc1OC	-20%	-5.2%	i	0.9	-5%	-0.2%
30	O=[N+]([O-])c1cccc(S(=O)(=O)NCc2ccncc2)c1	nt	nt	i	2.3	7%	1.6%

entry	PMI inhibition	TNAP activators	SIAH1 antagonists	WT yeast gro inh	WT yeast gro inh mutant strain
21	nt	nt	-6%	nt	nt
22	0%	1.1	4%	-13	0
23	nt	nt	-2%	nt	nt
24	-20%	1	-6%	6	-5
25	nt	nt	12%	nt	nt
26	nt	nt	0%	nt	nt
27	8%	1.1	0%	7	29
28	8%	1.1	0%	-6	5
29	-13%	1	0%	-8	-1
30	nt	nt	-1%	nt	nt

# (listing goes on)
entry	smiles	human PMI inhibition	XIAP antagonists	Myeloid diff 2	Myeloid diff 2 GFP+ MAC1+ %	PhoP inhibition	RSV CPE inhibition
31	Cc1nnc(Nc2ccccc2F)s1	nt	nt	i	0.5	-9%	1.2%
32	O=C(CCN1C(=O)C2C3C=CC(C3)C2C1=O)NCCc1ccccc1Cl (stereo not given)	0%	-4.3%	i	1.0	-4%	0.6%
33	CCOc1ccc(C(=O)/C=C/c2ccc(SC)cc2)cc1	7%	-5.2%	i	11	-5%	3.6%
34	CC(=O)c1c(NCCc2ccccc2)cc(C)oc1=O	18%	-9.1%	?	nt	0%	-0.6%
35	O=C(CSc1ccccc1)Nc1nnc(COc2ccc(Cl)cc2)s1	72%*	-5.0%	i	0.8	8%	6.3%
36	O=C(N[C@@H](Cc1c[nH]c2ccccc12)C(=O)O)C1CCN(S(=O)(=O)c2ccc(Cl)cc2)CC1	nt	nt	i	1.4	-2%	1.3%
37	Cc1ccccc1Cn1cc(NC(=O)c2nn(C)cc2Cl)cn1	-1%	-6.8%	i	0.8	-14%	2.6%
38	Oc1ccccc1N1CCN(C(=S)NCc2ccccc2)CC1	-2%	-1.6%	i	0.7	10%	-1.0%
39	CC(=O)NCCNC(=O)c1ccc(-n2c(C)ccc2C)cc1	-8%	-5.2%	i	0.5	9%	2.2%
40	c1cncc(Nc2nc(-c3ccncc3)cs2)c1	1%	-2.1%	i	6.3	15%	0.3%

entry	PMI inhibition	TNAP activators	SIAH1 antagonists	WT yeast gro inh	WT yeast gro inh mutant strain
31	nt	nt	-1%	nt	nt
32	-1%	1.1	-4%	3	-4
33	4%	1	3%	6	6
34	20%	1.1	3%	4	-14
35	41%	1.2	7%	31	12
36	nt	nt	-4%	nt	nt
37	8%	1	-8%	-26	-8
38	15%	1.1	4%	-6	-12
39	6%	1.1	3%	-10	1
40	3%	1.1	13%	-3	17

# Further records follow.
entry	smiles	human PMI inhibition	XIAP antagonists	Myeloid diff 2	Myeloid diff 2 GFP+ MAC1+ %	PhoP inhibition	RSV CPE inhibition
41	Cc1nnc(SCc2cc([N+](=O)[O-])cc3c2OCOC3)[nH]c1=O	nt	nt	i	0.4	-3%	2.5%
42	COC(=O)CC(NC(=O)Nc1ccc(C)cc1)c1cccc([N+](=O)[O-])c1 (stereo not given)	-4%	-2.1%	i	0.2	12%	1.4%
43	CC1CCCN(c2nc3ccccc3nc2C(C#N)S(=O)(=O)c2ccccc2)C1 (stereo not given)	8%	-9.0%	i	0.6	-23%	21%
44	CCCCN(C(=O)/C=C/c1ccco1)c1c(N)n(CCC)c(=O)[nH]c1=O	-6%	-2.2%	i	0.1	4%	5.2%
45	CCCCN(Cc1ccccc1)C(=O)C1CCCN(S(=O)(=O)c2cnc[nH]2)C1 (stereo not given)	3%	-3.8%	i	2.2	8%	0.3%
46	Cc1c(NC(=O)CSc2nccn2C)c(=O)n(-c2ccccc2)n1C	-5%	-1.4%	i	0.3	-6%	0.6%

entry	PMI inhibition	TNAP activators	SIAH1 antagonists	WT yeast gro inh	WT yeast gro inh mutant strain
41	nt	nt	-4%	nt	nt
42	-8%	1.1	8%	1	9
43	0%	1.1	0%	36	10
44	-2%	1.1	6%	-9	11
45	3%	1	7%	-8	3
46	-7%	1.1	3%	-1	2

# Bioassay records (PubChem BioAssay)
